CHRM4 agonist – agonists of human muscarinic M4 receptor (CHRM4) | P08173 | CHO-K1 hM4/Gqi5, Fluo-8 calcium fluorescence; vehicle 0%, full acetylcholine response 100% | activation, % at 3 µM | actives 0.14% (n = 360,000) | AID 624127;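 active means activation above the run mean over all test wells plus 3 SD, cut at about 32% in these data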;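 further: peak over basal fluorescence ratio per well then scaled between controls; 0% = DMSO wells and 100% = acetylcholine at EC100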
Target sequence (P08173 whole entry, looked up): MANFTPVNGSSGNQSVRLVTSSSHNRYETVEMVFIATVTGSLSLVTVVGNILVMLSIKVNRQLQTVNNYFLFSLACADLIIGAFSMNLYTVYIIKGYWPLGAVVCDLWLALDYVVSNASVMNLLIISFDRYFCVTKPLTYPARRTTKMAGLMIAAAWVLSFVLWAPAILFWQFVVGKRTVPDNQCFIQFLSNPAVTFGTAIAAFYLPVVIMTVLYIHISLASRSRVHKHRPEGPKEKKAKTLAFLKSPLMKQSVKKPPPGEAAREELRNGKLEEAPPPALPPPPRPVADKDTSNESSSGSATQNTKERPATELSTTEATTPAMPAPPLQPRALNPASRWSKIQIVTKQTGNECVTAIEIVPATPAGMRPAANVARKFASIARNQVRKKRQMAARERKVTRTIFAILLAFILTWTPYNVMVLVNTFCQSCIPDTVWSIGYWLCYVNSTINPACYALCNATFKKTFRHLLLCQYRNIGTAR
CRFR2-BP ag – agonists of human CRF-binding protein/CRF-R2 receptor complex | actives 0.46% (n = 350,000) | AID 588473 | activation, % at 13.2 µM | HEK293 CRF-R2/CRF-BP, calcium dye fluorescence (FLIPR); percent of saturating CRF peptide response;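 active means activation of at least 50%, plus an integration ratio under a set limit after plate pattern correction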;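 further: plate controls were neutral control wells without compound for no effect and CRF at EC100 for full effect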
M5 PAM – CHRM5 positive allosteric modulation; actives 0.3% (n = 360,000); activation, % at 3 µM; P08912; CHO-K1 hM5, Fluo-8 calcium, ACh EC20 PAM; 0% = ACh EC20, 100% = ACh EC100;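 active means activation above the run cutoff, the mean activation of all test compounds plus 3 SD, cut at about 18% in these data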
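Test system: CHO-K1 hM5 cells / Doses: single-point, 3 µM nominal / Times: Post-acetylcholine fluorescence recording 140 s / Technique: Fluo-8 calcium fluorescence / Measure: Max/basal fluorescence ratio as % of EC20–EC100 ACh window / Benchmarks: low control EC20 acetylcholine (0%), high control EC100 acetylcholine (100%) / Replicates: one well per compound, no replicates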
CRFR2-BP antag – antagonists of CRF-binding protein/CRF-R2 receptor complex; actives 0.59% (n = 350,000); inhibition, % at 11.8 µM; HEK293 CRF-R2/CRF-BP, CRF-induced calcium fluorescence;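 active means inhibition of the ligand-induced calcium signal above about 50% at the single tested concentration, limit read from the data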
CHRM4 antagonist – blocks acetylcholine activation of human M4 receptor; actives 0.73% (n = 360,000); P08173; inhibition, % at 3 µM; CHO-hM4 cells, ACh EC80, Fluo-8 calcium fluorescence; AID 624125;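 active means inhibition above its plate's cutoff, the mean inhibition of sample wells plus 3 SD, cut at about 27% in these data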;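 further: 0% = acetylcholine EC80 with DMSO and 100% = DMSO without agonist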
M5 ag – agonists of human muscarinic M5 receptor (CHRM5). CHO-K1 hM5 cells, Fluo-8 calcium fluorescence; 0% DMSO wells, 100% maximal acetylcholine response. activation, % at 3 µM. actives 0.19% (n = 360,000);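 active means activation above the run's mean over test compounds plus 3 SD, cut at about 23% in these data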;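 further: signal is peak over basal fluorescence ratio across the kinetic read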
CHRM5 antagonist – antagonists of human muscarinic M5 receptor (CHRM5). inhibition, % at 3 µM. actives 0.59% (n = 360,000). P08912. CHO-hM5 cells, Fluo-8 calcium fluorescence, ACh EC80;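 active means inhibition above a per-plate cutoff, the mean of that plate's test compounds plus 3 SD, cut at about 27% in these data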;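 further: 0% = acetylcholine EC80 with DMSO and 100% = DMSO without agonist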
IDE cell inh – inhibitors of human insulin-degrading enzyme in cells; inhibition, % at 5.59 µM; HEK cells, FAbetaB cleavage, fluorescence polarization; actives 0.41% (n = 320,000);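 active means percent inhibition above the average of all tested compounds plus 3 SD, set per screening campaign, cut at about 16% in these data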;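 further: IDE supplied by intact live HEK cells; FP after avidin binding of uncleaved biotin substrate so inhibition keeps polarization high; 0% = DMSO wells and 100% = 60 µM reference IDE inhibitor Ii1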
CHRM4 PAM – positive allosteric modulators of human muscarinic M4 receptor; actives 0.4% (n = 360,000); activation, % at 3 µM; P08173; CHO-K1 hM4/Gqi5, Fluo-8 calcium fluorescence, ACh EC20; 0% = ACh EC20, 100% = maximal ACh; AID 624126;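 active means activation above its plate's cutoff, the mean activation of sample wells plus 3 SD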; further: some results filed as inactive read as strong as hits
Active calls of the source: *; . = no result given.

| Molecule | M5 PAM | IDE cell inh | M5 ag | CHRM5 antagonist | CRFR2-BP antag | CHRM4 antagonist | CHRM4 agonist | CHRM4 PAM | CRFR2-BP ag |
| --- | --- | --- | --- | --- | --- | --- | --- | --- | --- |
| Cc1ccc(CS(=O)(=O)Cc2ccc(C(=O)NC3CCCCCC3)o2)cc1 | -3 | 3 | -2 | 1 | -7 | 5 | 3 | -2 | 0.2 |
| O=C(Cn1cnc([N+](=O)[O-])n1)N/N=C/c1cccc(Cl)c1 | -6 | -1 | -2 | 17 | 0 | 0 | 3 | 20 | -2.1 |
| Cc1ccccc1-c1cnc(C(O)c2ccc(F)cc2C)[nH]1 (stereo not given) | -6 | . | -2 | -1 | . | 2 | 3 | 2 | . |
| CCOCc1nnc(NC(=O)c2cc(OC)c(OC)c(OC)c2)s1 | 3 | 5 | 3 | -2 | 2 | -9 | 2 | 6 | -2.2 |
| CC(C)n1cnc2c(oc3ccccc32)c1=O | -1 | . | -2 | 2 | 5 | -11 | 1 | -1 | -0.4 |
| COc1ccc(CNC(=O)c2cc3cccc(O)c3oc2=N)cc1 | -5 | 1 | -3 | 3 | 2 | -3 | 2 | 1 | 1.3 |
| COc1cc(/C=C/CN2CCC(Oc3ccc(C(=O)N4CCCC4)cc3)CC2)ccc1O | 5 | . | -8 | 1 | -3 | 4 | 1 | -7 | -0.8 |
| Oc1ccc(Br)cc1C=Nc1cccn2cc(-c3ccccc3)nc12 | -2 | 4 | -6 | 7 | -9 | -1 | 0 | 1 | 1.6 |
| CCC1CCC2(CC1)NC(=O)N(CC(=O)Nc1ccc(OC)cc1)C2=O (stereo not given) | 1 | . | 2 | 1 | -8 | 1 | 0 | 11 | -0.4 |
| Cn1c(=O)n(CC(N)=O)c(=O)c2c1nc1n2CCCN1Cc1ccccc1 | -4 | . | -5 | 14 | -10 | 11 | 0 | -4 | 3.4 |
| O=C(Cn1cc2c(n1)CCCC2)N1CCCC1 | -1 | 2 | -1 | -1 | -19 | -3 | 0 | 2 | -0.5 |
| COc1ccc(S(=O)(=O)N2CCN(Cc3cccnc3)CC2)cc1 | 4 | . | -5 | -3 | -3 | -4 | 3 | 1 | 0.2 |
| CCN(CC)C(=O)CN1CCN(Cc2ccc3c(c2)OCO3)CC1 | -1 | 1 | -5 | 9 | -2 | 5 | 0 | -1 | 0.0 |
| Cc1ccc(-n2cnc3scc(-c4cccs4)c3c2=O)cc1 | -6 | 0 | -2 | 1 | 24 | 14 | -2 | 5 | -0.6 |
| CCS(=O)(=O)N1CCC(c2nc3ccccc3[nH]2)CC1 | -1 | 6 | -3 | -5 | -2 | 1 | 1 | 1 | -0.6 |
| CCc1c(-c2ccc(Cl)cc2)ncn1Cc1cccc(-c2ccccc2)c1 | -7 | . | -5 | -4 | . | -1 | 2 | -7 | . |
| CCCC1(c2ccccc2)NC(=O)N(CC(=O)Nc2ccccc2C(F)(F)F)C1=O (stereo not given) | -2 | 3 | 9 | 11 | -17 | 0 | 4 | -1 | -0.2 |
| COc1ccc(C/C(C)=N/NC(=S)Nc2ccc(Cl)cc2)cc1 | -1 | 0 | -6 | 14 | -2 | 13 | 0 | -6 | 0.5 |
| CC1CN(C(=O)/C(C#N)=C2\N=C(NC(=O)c3ccc(F)cc3)c3ccccc32)CC(C)O1 (stereo not given) | -6 | 5 | 3 | 4 | -7 | 3 | 0 | 0 | -1.3 |
| CCCC1c2ccsc2CCN1C(=S)NC (stereo not given) | -2 | 10 | 4 | 10 | 15 | -4 | 3 | 3 | 0.7 |
| COc1ccccc1/C=N/NC(=O)c1cc2c(OC)c(OC)ccc2[nH]1 | -7 | . | 4 | 8 | -5 | 10 | 14 | -2 | 1.5 |
| CCOC(=O)c1c(NC(=O)CSc2cn(CC)c3ccccc23)sc2c1CCC2 | -4 | 5 | 2 | 1 | 30 | -5 | 1 | 0 | 0.7 |
| COc1ccc2oc(=O)c(C(=O)Oc3ccc(NC(C)=O)cc3)cc2c1 | -3 | 0 | 3 | 13 | 7 | 6 | -1 | 0 | 0.9 |
| CC1CCCN(C(=O)CCS(=O)(=O)c2cc3c(cc2Cl)NC(=O)CO3)C1 (stereo not given) | 0 | 5 | 0 | -4 | 14 | -31 | 1 | 8 | -1.9 |
| CS(=O)(=O)c1cccc(C(=O)Nc2ccc(-c3nc4ccccc4[nH]3)cc2)c1 | -5 | 28* | -2 | 8 | -17 | 10 | 2 | -4 | 1.0 |
| CC1CC(C)(C)CC2(C1)NC(=O)N(CC(=O)NCc1ccccc1F)C2=O (stereo not given) | 0 | 3 | 3 | 3 | 7 | -13 | 2 | 5 | -0.6 |
| Cc1cccc(N2NC(=O)/C(=C/c3ccc(-c4ccc(Cl)c(C(=O)O)c4)o3)C2=O)c1 | 3 | . | -3 | -4 | 7 | -2 | 0 | 4 | -0.5 |
| Cc1cc(C)cc(NC(=S)N2CCC(N(C)CC3CCCO3)CC2)c1 (stereo not given) | -4 | -7 | -2 | 9 | 11 | -9 | 1 | 7 | 0.5 |

No new results follow: entries from further up.
| Molecule | M5 PAM | IDE cell inh | M5 ag | CHRM5 antagonist | CRFR2-BP antag | CHRM4 antagonist | CHRM4 agonist | CHRM4 PAM | CRFR2-BP ag |
| --- | --- | --- | --- | --- | --- | --- | --- | --- | --- |
| Cc1ccc(CS(=O)(=O)Cc2ccc(C(=O)NC3CCCCCC3)o2)cc1 | -3 | 3 | -2 | 1 | -7 | 5 | 3 | -2 | 0.2 |
| O=C(Cn1cnc([N+](=O)[O-])n1)N/N=C/c1cccc(Cl)c1 | -6 | -1 | -2 | 17 | 0 | 0 | 3 | 20 | -2.1 |
| Cc1ccccc1-c1cnc(C(O)c2ccc(F)cc2C)[nH]1 (stereo not given) | -6 | . | -2 | -1 | . | 2 | 3 | 2 | . |
| CCOCc1nnc(NC(=O)c2cc(OC)c(OC)c(OC)c2)s1 | 3 | 5 | 3 | -2 | 2 | -9 | 2 | 6 | -2.2 |
| CC(C)n1cnc2c(oc3ccccc32)c1=O | -1 | . | -2 | 2 | 5 | -11 | 1 | -1 | -0.4 |
| COc1ccc(CNC(=O)c2cc3cccc(O)c3oc2=N)cc1 | -5 | 1 | -3 | 3 | 2 | -3 | 2 | 1 | 1.3 |
| COc1cc(/C=C/CN2CCC(Oc3ccc(C(=O)N4CCCC4)cc3)CC2)ccc1O | 5 | . | -8 | 1 | -3 | 4 | 1 | -7 | -0.8 |
| Oc1ccc(Br)cc1C=Nc1cccn2cc(-c3ccccc3)nc12 | -2 | 4 | -6 | 7 | -9 | -1 | 0 | 1 | 1.6 |
| CCC1CCC2(CC1)NC(=O)N(CC(=O)Nc1ccc(OC)cc1)C2=O (stereo not given) | 1 | . | 2 | 1 | -8 | 1 | 0 | 11 | -0.4 |
| Cn1c(=O)n(CC(N)=O)c(=O)c2c1nc1n2CCCN1Cc1ccccc1 | -4 | . | -5 | 14 | -10 | 11 | 0 | -4 | 3.4 |
| O=C(Cn1cc2c(n1)CCCC2)N1CCCC1 | -1 | 2 | -1 | -1 | -19 | -3 | 0 | 2 | -0.5 |
| COc1ccc(S(=O)(=O)N2CCN(Cc3cccnc3)CC2)cc1 | 4 | . | -5 | -3 | -3 | -4 | 3 | 1 | 0.2 |
| CCN(CC)C(=O)CN1CCN(Cc2ccc3c(c2)OCO3)CC1 | -1 | 1 | -5 | 9 | -2 | 5 | 0 | -1 | 0.0 |
| Cc1ccc(-n2cnc3scc(-c4cccs4)c3c2=O)cc1 | -6 | 0 | -2 | 1 | 24 | 14 | -2 | 5 | -0.6 |

Source: PubChem (several laboratories)
